VIM-2 inhibitor = inhibitors of Pseudomonas aeruginosa VIM-2 metallo-beta-lactamase; inhibition, % at 5.6 µM; hit rate 0.89% among 290,000; purified VIM-2, nitrocefin hydrolysis, epi-absorbance fluorescence;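 active = inhibition above the mean of all tested compounds plus 3 SD, cutoff set per screening run, cut at about 7.5% in these data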;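 note: red hydrolysis product quenches plate fluorescence so inhibitors raise well fluorescence; 0% = enzyme with DMSO and 100% = DMSO without enzyme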
SUMO HTRF inh = inhibitors of human SUMOylation (UBC9); HTRF SUMOylation assay, SAE1/SAE2 + UBC9, in vitro; inhibition, % at 35 µM; hit rate 0.36% among 290,000; AID 2006; in the data active = inhibition above about 50%, passing the limit was not always enough; note: strong numbers were not always called active
IMP-1 inh = blocks Pseudomonas aeruginosa IMP-1 metallo-beta-lactamase. purified IMP-1, nitrocefin hydrolysis, epi-absorbance fluorescence. inhibition, % at 5.6 µM. hit rate 0.45% among 290,000;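 active = inhibition above the mean plus 3 SD of all compounds in the same screening run, cut at about 4.5% in these data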;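 note: 0% = IMP-1 with DMSO and 100% = DMSO wells lacking enzyme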
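System: purified recombinant IMP-1 beta-lactamase. Medium: Zinc- and detergent-supplemented HEPES buffer, pH 7.1. Compound: one 5.6 µM dose […]. Schedule: 15 min preincubation plus 25 min reaction at 25 °C. Technique: Epi-absorbance fluorescence, 480 nm excitation, 530 nm emission.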
IDE cell activ = boosts human insulin-degrading enzyme activity in HEK cells; FAbeta-B cleavage, fluorescence polarization; 0% vehicle, 100% cell-free pure enzyme wells; hit rate 0.073% among 340,000; P14735; activation, % at 5.96 µM;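 active = activation above the mean of all tested compounds plus 3 SD, set per screening campaign, cut at about 17% in these data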
IDE inh = inhibitors of human insulin-degrading enzyme in cells; P14735; HEK cells, FAbetaB cleavage, fluorescence polarization; inhibition, % at 5.59 µM; hit rate 0.41% among 320,000; AID 434962;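 active = percent inhibition above the average of all tested compounds plus 3 SD, set per screening campaign, cut at about 16% in these data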;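 note: IDE supplied by intact live HEK cells; FP after avidin binding of uncleaved biotin substrate so inhibition keeps polarization high; 0% = DMSO wells and 100% = 60 µM reference IDE inhibitor Ii1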
PfM18AAP inh = PfM18AAP enzyme inhibition. recombinant PfM18AAP, H-Glu-NHMec fluorogenic cleavage. inhibition, % at 7.35 µM. hit rate 1.2% among 290,000. AID 1822;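 active = inhibition above the campaign mean inhibition over all tested compounds plus 3 SD, cut at about 28% in these data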;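 note: 0% = plate median of test compound wells and 100% = 2 mM ZnCl2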
pCIP destab = lowers stability of the mouse p/CIP coactivator protein. Q05BA5. F442A p/CIP-EGFP cells, EGFP fluorescence, 16 h. decrease of EGFP signal, % at 10 µM. hit rate 0.01% among 290,000. AID 1984;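 active = EGFP signal decrease of at least 30% at 10 µM or well 3 SD below plate mean, unless failing retest; inactive = the rest, including hits failing retest or dose response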; note: some compounds called inactive have numbers as strong as hits; many of its hits are not listed in these tables
HCV NS3 hel inh = inhibitors of Hepatitis C virus NS3 helicase; NS3 helicase DNA unwinding, Cy5 molecular beacon fluorescence; inhibition, % at 10.9 µM; hit rate 0.56% among 290,000;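 active = inhibition above the mean of all tested compounds plus 3 SD, set per campaign, cut at about 35% in these data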;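 note: 0% = DMSO wells and 100% = thioflavine S control wells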
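Measured by: Cy5 fluorescence, 0 and 60 min reads / Assay system: NS3 helicase fragment of HCV / Control set: low DMSO, high thioflavine S at 110 µM / Times: 1 h reaction at 25 °C, ATP-initiated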
DNA FID counter = displaces DNA intercalator in HCV helicase counter-screen | DNA fluorescent intercalator displacement, fluorescence | inhibition, % at 7.9 µM | hit rate 0.17% among 290,000 | AID 1845; in the data active = inhibition above about 37%;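 note: 0% = vehicle and 100% = reference compound; higher means more ethidium bromide displaced from hairpin DNA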
Active calls of the source: *; · = no result given.

entry	SMILES	VIM-2 inhibitor	SUMO HTRF inh	IMP-1 inh	IDE cell activ	IDE inh
1	FC(F)(F)c1ccc(N2CCOCC2)c(NC2=NCCCCC2)c1	-4.8	-6	-7.8	4	1
2	CN=C(Nc1cc(C)nn1-c1ccccc1)c1ccc(F)cc1	-0.8	13	-3.3	2	0
3	COc1ccc(CCNC(=O)C(=O)NCC2OCCN2S(=O)(=O)c2ccc(Br)cc2)cc1OC (stereo unspecified)	-3.1	7	-1.3	3	0
4	Cc1cc(C(=O)OCC(=O)NC(=O)c2cccn2C)c2ccccc2n1	12*	-10	-3.1	6	-4
5	COc1ccc(N2CCN(C(c3nnnn3CCc3ccccc3)C(C)C)CC2)cc1 (stereo unspecified)	-2.2	12	-1.3	1	3
6	CC(Oc1cccc(Cl)c1)C(=O)NCCCCc1ccccc1 (stereo unspecified)	-1.3	-5	-1.5	-2	-1
7	Cc1cccn2c(=O)c3cc(C(=O)NCC4CCCO4)n(C)c3nc12 (stereo unspecified)	-0.9	·	-6.1	·	·
8	Cc1ccc(CNC(=O)c2ccc(C#CC(C)(C)O)s2)cc1	-1.8	8	-4.0	-1	9
9	COc1cc(C)nc(N2CCC(C(N)=O)CC2)n1	-1.2	16	-0.9	0	1
10	CC(=O)c1cccc(NC(=S)N2CCN(S(C)(=O)=O)CC2)c1	-0.6	8	-2.3	7	1

entry	PfM18AAP inh	pCIP destab	HCV NS3 hel inh	DNA FID counter
1	-2	5	-7	4
2	9	2	2	4
3	-3	-3	-3	-38
4	7	-7	16	-7
5	-13	2	2	-2
6	-7	2	-6	-19
7	-9	·	3	-3
8	-1	-8	4	-9
9	6	-12	4	-6
10	2	1	-3	-8

More records follow:
entry	SMILES	VIM-2 inhibitor	SUMO HTRF inh	IMP-1 inh	IDE cell activ	IDE inh
11	O=C(Nn1cnc2ccccc2c1=O)c1ccccc1F	-1.3	21	-3.2	5	-1
12	Cc1ccc(CNC(=O)CSc2nnnn2C)cc1	-2.4	25	-3.6	-5	3
13	Cc1cc(C(=O)CSc2nc(N)cc(=O)[nH]2)c(C)n1CCc1ccc(Cl)cc1	-2.7	16	-4.0	-1	1
14	CN(C)c1ccc(C(=O)OCC(=O)Nc2ccc(S(N)(=O)=O)cc2)cc1	-6.8	7	-5.0	8	-7
15	Cc1ccc2c(c1)Oc1ccc(NC(=O)CCCl)cc1C(=O)N2	-1.5	-7	-1.2	3	-1
16	CCC(CC)C(=O)Nc1nnc(-c2cccs2)s1	-3.0	10	-5.0	1	2
17	CC(=O)c1ccc(OC(C)C)c(CN2CCCCC2)c1	-3.1	11	-1.7	3	0
18	O=C(COC(=O)C1CCN(S(=O)(=O)c2cccs2)CC1)NCc1ccccc1	0.2	4	-0.6	4	2
19	O=C(Nc1ccccc1N1CCCC1)c1cccc(Cl)c1Cl	-1.6	-3	-1.2	-5	1
20	CN1CCN(C(=O)C(Cc2ccccc2)NS(=O)(=O)c2ccc3c(c2)CCC(=O)N3)CC1 (stereo unspecified)	-1.5	16	-3.5	4	6

entry	PfM18AAP inh	pCIP destab	HCV NS3 hel inh	DNA FID counter
11	-9	-7	1	-8
12	-7	-3	3	2
13	9	-13	6	-34
14	5	-1	12	-1
15	-1	1	-9	-8
16	8	4	5	-13
17	-1	-8	1	1
18	-10	-12	-15	-13
19	6	4	2	-3
20	0	-17	-2	-3

More results follow:
entry	SMILES	VIM-2 inhibitor	SUMO HTRF inh	IMP-1 inh	IDE cell activ	IDE inh
21	Cc1ccc(C(=O)c2cc([N+](=O)[O-])ccc2N2CCCCC2)cc1	-4.2	-11	-1.7	1	-1
22	COc1ccc(NC(=O)c2ccc3c(c2)NC(=O)CO3)cc1OC	0.6	4	0.2	8	1
23	COc1ccc(-c2cc(C(=O)N3CCN(C(c4ccccc4)c4ccccc4)CC3)no2)cc1OC	0.0	16	-2.4	9	3
24	O=C(CSc1nc2ccccc2s1)N/N=C/c1ccccc1C(=O)O	-3.4	10	-3.8	-19	15
25	CCCCCCCOC1(c2ccccc2)OC(=O)c2ccccc21 (stereo unspecified)	-3.9	-22	-2.7	7	-2
26	Cc1ccc(C(=O)OC2OC(=O)C(Cl)=C2N2CCOCC2)cc1 (stereo unspecified)	-1.8	5	-2.3	6	8
27	Cc1ccc(C)c(OCC(=O)Nc2cc(NC(=O)COc3cc(C)ccc3C)cc(C(=O)O)c2)c1	0.6	0	0.3	3	0
28	O=C1C2C3c4ccccc4C(c4ccccc43)C2C(=O)N1c1ccncc1 (stereo unspecified)	-4.8	4	-3.5	10	·
29	CC(=O)Nc1ccc(S(=O)(=O)NCc2cccnc2)cc1	0.8	1	-4.9	-2	-8
30	COCC(=O)Nc1ccc(Br)cc1	-2.4	-29	0.4	3	0

entry	PfM18AAP inh	pCIP destab	HCV NS3 hel inh	DNA FID counter
21	1	9	-5	-3
22	3	2	-6	-16
23	1	-5	1	-3
24	8	2	-4	-33
25	2	-3	3	-1
26	3	0	9	-12
27	0	-5	-39	-21
28	-4	5	3	-13
29	-7	-4	-6	1
30	7	7	5	-2

Next section.
entry	SMILES	VIM-2 inhibitor	SUMO HTRF inh	IMP-1 inh	IDE cell activ	IDE inh
31	O=C(O)CC(c1cccc2ccccc12)N1Cc2ccccc2C1=O (stereo unspecified)	6.4	-19	-0.2	-5	4
32	CC(=O)Nc1cccc(NC(=O)c2c(-c3c(Cl)cccc3Cl)noc2C)c1	-1.0	1	-0.7	1	-8
33	Cn1cnnc1SCC(=O)N1CCc2ccccc21	-2.7	23	-1.6	4	-1
34	COc1ccc(/C=N/n2c(-c3n[nH]c4c3CCC4)n[nH]c2=S)cc1OC	-4.0	7	-2.8	-2	-2
35	COc1ccc(Cc2nc3ccccc3[nH]2)cc1OC	-1.1	-9	-1.6	-2	11
36	O=C(OC1CCOC1=O)c1ccc2ccccc2n1 (stereo unspecified)	-3.2	14	-3.1	-1	9
37	O=S(=O)(c1ccc(Cl)cc1)N1CCN(C2CCCCCC2)CC1	-3.5	23	-2.3	2	6
38	CC12CCC(C(=O)N(CCCCN3CCN(Cc4ccccc4)CC3)C1=O)C2(C)C (stereo unspecified)	-3.8	-2	-3.2	·	2
39	Cc1c(OCC(=O)N2CCC(C(N)=O)CC2)ccc2c3c(c(=O)oc12)CCC3	23*	13	-3.8	1	4
40	CCOc1cc(NS(=O)(=O)c2ccc(NC(C)=O)cc2)c(OCC)cc1NC(=O)c1cccs1	-4.0	-25	-5.6	0	-1

entry	PfM18AAP inh	pCIP destab	HCV NS3 hel inh	DNA FID counter
31	-4	-12	9	-38
32	-8	-24	-8	-8
33	0	-14	2	-3
34	15	-17	-4	0
35	-9	4	-6	0
36	0	-16	1	-1
37	-3	-14	2	1
38	3	4	-12	3
39	2	-4	10	-20
40	5	7	-13	-5

Fetched one by one from the list above:
entry	SMILES	VIM-2 inhibitor	SUMO HTRF inh	IMP-1 inh	IDE cell activ	IDE inh
39	Cc1c(OCC(=O)N2CCC(C(N)=O)CC2)ccc2c3c(c(=O)oc12)CCC3	23*	13	-3.8	1	4
34	COc1ccc(/C=N/n2c(-c3n[nH]c4c3CCC4)n[nH]c2=S)cc1OC	-4.0	7	-2.8	-2	-2
37	O=S(=O)(c1ccc(Cl)cc1)N1CCN(C2CCCCCC2)CC1	-3.5	23	-2.3	2	6
36	O=C(OC1CCOC1=O)c1ccc2ccccc2n1 (stereo unspecified)	-3.2	14	-3.1	-1	9
32	CC(=O)Nc1cccc(NC(=O)c2c(-c3c(Cl)cccc3Cl)noc2C)c1	-1.0	1	-0.7	1	-8

entry	PfM18AAP inh	pCIP destab	HCV NS3 hel inh	DNA FID counter
39	2	-4	10	-20
34	15	-17	-4	0
37	-3	-14	2	1
36	0	-16	1	-1
32	-8	-24	-8	-8

Next entries follow.
entry	SMILES	VIM-2 inhibitor	SUMO HTRF inh	IMP-1 inh	IDE cell activ	IDE inh
41	Cn1c(CNC(=O)CCNC(=O)c2ccc(Br)cc2)cc(=O)n(C)c1=O	-1.8	16	0.3	4	1
42	O=C(NC(=S)Nc1ccc(Cl)c(C(=O)O)c1)c1ccco1	-2.5	9	-2.2	5	2
43	CCS(=O)(=O)N1CCC(NC(C)=O)(c2ccccc2)CC1	-1.9	14	-3.4	1	5
44	Cc1cc(C)cc(Oc2nc3ccccn3c(=O)c2/C=C(\C#N)C(=O)NC2CCS(=O)(=O)C2)c1 (stereo unspecified)	-1.2	36	-1.3	·	5
45	N#C/C(=C\c1ccccc1OCc1ccc(C(=O)O)cc1)c1ccccc1	1.5	33	-1.4	6	1
46	Cc1cc(C)n(CCNC(=O)C2CCC(=O)N(CCc3cccc(F)c3)C2)n1 (stereo unspecified)	-1.2	9	-3.5	7	11
47	Cc1cccc(NC(=S)NC(=O)C2CC2)c1	-1.5	14	-1.8	3	1
48	COc1ccc(C(C(=O)NC2CCCCC2)N(C(=O)c2sc(C)nc2C)c2ccc(OC)cc2)cc1 (stereo unspecified)	-1.7	21	-1.1	4	-1
49	Cc1ccc(S(=O)(=O)Nc2ccc(NC(=O)Nc3ccc(F)cc3F)cc2)cc1	-1.3	-18	-3.6	3	0
50	O=C(CS(=O)(=O)Cc1ccccc1)Nc1ccc(S(=O)(=O)N2CCCCCC2)cc1	-1.3	1	-4.5	4	6

entry	PfM18AAP inh	pCIP destab	HCV NS3 hel inh	DNA FID counter
41	-9	-9	2	-5
42	16	-1	-2	-1
43	6	-7	-6	3
44	4	-5	-1	-28
45	-3	-5	29	-29
46	-5	-1	6	-12
47	-6	-11	7	-5
48	-2	4	2	-7
49	-18	-4	-6	-5
50	7	1	-11	-20

Remaining list, next part
entry	SMILES	VIM-2 inhibitor	SUMO HTRF inh	IMP-1 inh	IDE cell activ	IDE inh
51	Cc1cccc(NC(=O)c2oc3ccc(S(=O)(=O)N4CCOCC4)cc3c2C)c1C	-1.0	20	-2.3	-3	5
52	Cc1ccc(CN2CCC(N3CC(C)OC(C)C3)CC2)cc1 (stereo unspecified)	-3.5	4	-3.3	2	·
53	Cc1ccccc1-n1cnc2cc(NCc3cccs3)ccc21	-0.7	16	-1.3	-4	6
54	Cc1nonc1NC(=O)N1CCCC1	-1.0	24	-1.8	2	-1
55	COc1ccc(OC)c(C(c2nnnn2CCC(C)C)N2CCN(C(=O)c3ccco3)CC2)c1 (stereo unspecified)	-3.4	-5	-3.2	1	2
56	O=C(CSc1nnc(C23CC4CC(CC(C4)C2)C3)o1)Nc1ccc(N2CCOCC2)c(Cl)c1	-2.2	1	-3.3	10	-2
57	O=S(=O)(NCCN1CCOCC1)c1ccc2c(c1)OCCO2	-4.0	5	-1.6	5	-1
58	CC(=O)Nc1ccc(N2CCN(c3ccc(F)cc3)CC2)cc1	-2.7	-6	-4.3	5	6
59	CC1C(=O)N2CCCc3cc(S(=O)(=O)N4CCC(C(N)=O)CC4)cc1c32 (stereo unspecified)	-0.1	-25	-2.3	4	3

entry	PfM18AAP inh	pCIP destab	HCV NS3 hel inh	DNA FID counter
51	-4	-6	3	-2
52	-4	2	3	-5
53	5	2	-10	-14
54	-6	2	-8	1
55	2	4	-3	-37
56	-11	2	-6	-1
57	-1	7	-11	-3
58	-1	0	9	-11
59	6	11	13	-4
